Lipid storage S3: qHTS Assay for Lipid Storage Modulators in Drosophila S3 Cells; Drosophila S3 cells, BODIPY lipid droplet fluorescence, 18-24 h; cells fed with added oleic acid; lipid storage change, negative = inhibition, % at the top dose, mostly 46.1 µM; hits show Potency in µM; 0.64% of 320,000 active; active = well fitted inhibition curve with a large enough effect in the signal ratio, with a control signal flat, not every such curve was filed as active; inconclusive = small, poorly fitted or top-dose-only effect, or effect the other way, or a change in a side signal; the % refers to the signal ratio
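Drosophila S3 cells got compounds at several concentrations plus oleic acid (400 uM solution). Laser-scanning cytometry with 488 nm excitation read lipid droplets at 500-530 nm and cells at 575-640 nm. Percent activity was relative to 20 uM Triacsin C.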
Lipid storage S3 cell count max: further read-out of Lipid storage S3, marked with its call; cell number change, %; measured here: cell count max response;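 cells counted by Cell Tracker Red CMTPX staining in the red channel; peak over a dose series mostly up to 46.1 µM; percent activity relative to internal control wells on each plate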
* hit, by the source's call; i = inactive; ? = inconclusive; . = not tested or not shown. % is scaled to controls: 0 for no effect and ±100 for the full control effect; potency is read from the fitted curve at half-maximal effect. The list is partial; the hit share may differ from the screen's.

Lipid storage S3,Lipid storage S3 cell count max,SMILES
-28%,6,CN=C(c1ccccc1)c1c(C)cccc1C
4%,2,O=C(O)c1ccc(N2CCCCC2)cc1
?,.,O=C(Cn1cncn1)NCCC(c1ccccc1)c1ccccc1
?,.,Cc1ccc(CC(=O)NC2CCN(Cc3ccccc3)CC2)cc1
17%,1,Cc1cc(Nc2nn(C)c(N)c2C#N)ccc1F
?,.,O=C(CN(C(=O)c1csnn1)c1ccc(F)c(Cl)c1)NCc1ccccc1
18%,-5,CCOc1c2ccoc2nc2c(OC)c(OC)ccc12
?,.,CCC(=O)c1ccc(OCC(O)CN2CCN(c3ccc(F)cc3)CC2)cc1 (stereo not given)
14%,0,CC(OC(=O)c1ccncc1)C(=O)Nc1cccc(Cl)c1 (stereo not given)
?,.,COc1cc(OC)cc(N2CCN(S(=O)(=O)c3ccc(-n4cnnn4)cc3)CC2)c1
i,-11,CCN1C(=O)N(CC)C(O)(c2ccccc2)C1(O)c1ccccc1 (stereo not given)
?,.,Cc1ccc2c(c1)c(-c1csc(N)n1)c(C)n2C
-2%,12,CNc1oc(Cc2ccccc2)nc1S(=O)(=O)c1ccc(Cl)cc1
?,.,Cc1ccc(-c2[nH]nc(N)c2N=Nc2cccc(Cl)c2C)cc1
?,.,COCCCNC(=O)c1cc(C(=O)Cc2ccccc2)c[nH]1
13%,0,Cc1sc2ncnc(Nc3ccc(O)cc3)c2c1C
-19%,-4,Cc1ccc(S(=O)(=O)NCC(=O)NCC(=O)OCc2c(F)cccc2Cl)cc1
?,.,C/C(CC(=O)Nc1cccc2c1CCCC2)=N\NC(=O)COc1ccccc1
-3%,-18,COc1cccc(/C=C/C(=O)c2ccc[nH]2)c1
?,.,CCOc1ccccc1OCCn1nnc2ccccc21

An excerpt of these results, with values under each structure.
Each structure is followed by: Lipid storage S3	Lipid storage S3 cell count max
> O=C(CN(C(=O)c1csnn1)c1ccc(F)c(Cl)c1)NCc1ccccc1
→ ?	.
> CCOc1c2ccoc2nc2c(OC)c(OC)ccc12
→ 18%	-5
> CCC(=O)c1ccc(OCC(O)CN2CCN(c3ccc(F)cc3)CC2)cc1 (stereo not given)
→ ?	.

(further entries)
Lipid storage S3,Lipid storage S3 cell count max,SMILES
15%,-2,O=C(c1ccc2c(c1)OCO2)N1CCC2(CC1)Oc1ccc(F)cc1C(=O)C21CC(c2ccccc2)=NO1 (stereo not given)
-6%,-5,CCCOc1ccc(CSCCNC(=S)Nc2ccccc2)cc1
-1%,17,CCOc1ccc(OCC)c(NC(=O)CN2CCN(CC)CC2)c1
i,-11,O=C(c1ccc(N2CCN(C(=O)c3ccccc3Br)CC2)cc1)c1cccc(F)c1
-5%,.,CC(OC(=O)c1cccc(Cl)c1)C(=O)NC1CCCCC1C (stereo not given)
?,.,COc1ccc(-c2c(C(F)(F)F)nn(C)c2NC(=O)CSCC(=O)O)cc1
6%,8,O=S(=O)(c1ccc(Cl)s1)N1CCC(Cc2ccccc2)CC1
?,.,CCc1cc[n+](CC(=O)Nc2ccc(Cl)cc2Cl)cc1
?,.,O=C(COc1ccc(/C=N/NC(=O)C(=O)N2CCCCCC2)cc1)Nc1ccccc1Cl
?,.,Cc1ccc(CN(C(=O)c2csnn2)C(C(=O)NC2CCCC2)c2ccco2)cc1 (stereo not given)
?,.,COc1ccc(N2C(=O)C(CN3CCN(C)CC3)C2c2ccccc2)cc1 (stereo not given)
i,.,Cc1cc(N2C(=O)C(O)=C(C(=O)c3ccc(C)o3)C2c2cccs2)no1 (stereo not given)
7%,11,Cc1cc(C)c(C)c(S(=O)(=O)N[C@@H](C)C(=O)OC(C)C(=O)NC(N)=O)c1C (stereo not given in full)
?,.,COc1cc(/C=N/n2cnnc2)ccc1OC(=O)c1ccco1
?,.,Cc1nc(C#N)c(N/N=C/c2cccc(Cl)c2)o1
?,.,O=C(COc1ccccc1N1C(=O)C2C3C=CC(C3)C2C1=O)c1ccccc1 (stereo not given)
?,.,CCNc1cc2oc(=O)c(CN3CCOCC3)c(C)c2cc1C
11%,8,COc1ccc(NS(=O)(=O)c2cccc(C(=O)NNC(=O)CNC(=O)c3ccccc3)c2)cc1
-9%,-4,Cc1ccc(SCC(=O)Nc2nccs2)cc1
?,.,COc1cccc(/C=N/NC(=O)CCn2cnc3ccccc32)c1

More compounds:
Lipid storage S3,Lipid storage S3 cell count max,SMILES
8.2µM*,.,CCOc1cc(C2C(C#N)=C(N)OC(C)=C2C(C)=O)cc(Br)c1O (stereo not given)
?,.,COc1ccc(C(=O)N2CCN(c3ncnc4c(-c5ccccc5)nsc34)CC2)cc1
?,.,Brc1cc(Br)c(Oc2cc(Br)c(Br)cc2Br)cc1Br
?,.,CNC(=O)CSCc1c(Cl)cccc1Cl
?,.,Cc1occc1C(=O)NCc1nc(-c2ccccc2)no1
4%,1,COc1ccc(S(=O)(=O)Nc2c(C)c(C)cc3c2ncn3C)cc1
6%,13,CCC(C)NC(=O)CCc1c(C)nc2c(c(C)nn2-c2ccccc2)c1C (stereo not given)
?,.,O=C(Oc1cccc(O)c1)C1CCCCC1
?,.,CCOC(=O)c1ccc(-n2c(CN3CCN(CCO)CC3)nc3ccc([N+](=O)[O-])cc3c2=O)cc1
?,.,Cc1noc(C)c1S(=O)(=O)N1CCCN(C(=O)/C=C/c2ccccc2F)CC1
?,.,Cn1c(CC(=O)Nc2ccccc2)nnc1SCC(=O)NC1=NCCS1
i,-1,O=C(COC(=O)c1ccc(Br)cc1)NC1CCCC1
-7%,-15,CCOC(=O)C1CCCN(C(=O)CC(c2ccccc2)c2ccccc2)C1 (stereo not given)
?,.,COc1cc(-c2nc3ccc4ccccc4c3c3c2CCC3)cc(OC)c1OC
-6%,.,COc1cc(OC)cc(C(C(=O)NC2CCCCC2)N(C(=O)c2ccno2)c2ccccc2)c1 (stereo not given)
i,24,C=CCOc1ccc(CN(C)C(=O)CNC(=O)c2ccc(-c3ccccc3)cc2)cc1
0%,14,CCOC(=O)c1c(C)oc2ccc(OC(=O)COc3c(F)c(F)c(F)c(F)c3F)cc12
i,-13,COc1ccc(C2=CC(=O)C[C@H](c3ccc(OC)c(OC)c3)C2)cn1
?,.,COc1ccc(NC(=O)N2CCCc3ccccc32)c(OC)c1
6%,-4,CCOc1ccc(CCNC(=O)C2CCC(=O)N2C2CCCCC2)cc1OCC (stereo not given)

Compound profiles (already shown). Screens in order: Lipid storage S3 | Lipid storage S3 cell count max
Cc1occc1C(=O)NCc1nc(-c2ccccc2)no1 is entered as ? | .
COc1ccc(C(=O)N2CCN(c3ncnc4c(-c5ccccc5)nsc34)CC2)cc1 is entered as ? | .

Next entries follow:
Lipid storage S3,Lipid storage S3 cell count max,SMILES
2%,-11,CCS(=O)(=O)Nc1ccc(C2=NN(C(=O)c3ccco3)C(c3cccc(F)c3)C2)cc1 (stereo not given)
0%,2,COc1ccc(C(=O)NC(=S)N2CC(C)OC(C)C2)cc1OC (stereo not given)
?,.,COc1ccc(-c2cc3ccccc3oc2=O)cc1NC(=O)c1ccc(Br)o1
3%,3,CCOC(=O)c1cc(-c2cccc([N+](=O)[O-])c2)on1
?,.,Cc1nn2c(N3CCCC3)c3c(nc2c1-c1ccccc1)CCC3
-6%,-5,N#CCN1CCN(CC(=O)Nc2cccc3ccccc23)CC1
?,.,COc1ccc(-n2c(SCC(=O)N3CCCCC3)nnc2-c2cccnc2)cc1
?,.,Cc1ccc(Nc2ncc3c(n2)CC(C)(C)CC3=O)cc1
-5%,18,CCc1ccc(NS(=O)(=O)c2ccc(C)c(C(=O)N3CCOCC3)c2)cc1
?,.,Cc1ccc(Cn2c(SCC(=O)NCc3ccco3)nc3ccsc3c2=O)cc1
?,.,NC(=O)c1c(NC(=O)c2ccccc2)sc2c1CCN(Cc1ccccc1)C2
?,.,COc1ccc(S(=O)(=O)N2CCN(c3ccccc3OC)CC2)cc1OC
?,.,COc1ccc(OC)c(C2C(C(C)=O)=C(O)C(=O)N2Cc2cccnc2)c1 (stereo not given)
?,.,C=CCc1c(C)nc2cc(-c3ccccc3)[nH]n2c1=O
-14%,1,CCC(=O)OC1c2ccccc2C(=O)N1Cc1ccccc1 (stereo not given)
7%,8,Cc1ccc(NC(=O)NCc2cccn2C)cc1C
i,28,CC(=O)N1c2ccc(S(=O)(=O)N(C)CC(=O)N3CCCC3)cc2CC1C (stereo not given)
?,.,O=C(CSc1nnc(NC(=O)C2CC2)s1)NCc1ccc(F)cc1
?,.,CC(C)(C)Nc1nc(SCc2ccccc2)nc(N2CCOCC2)n1
6%,-12,COc1ccc(-c2nnc(SC(C)C(=O)NC3CC3)o2)cc1 (stereo not given)

Carrying on.
Lipid storage S3,Lipid storage S3 cell count max,SMILES
5%,0,C/C=C(/C)C(=O)Nc1cccc(C2=NOC3(C2)C[C@H](C(N)=O)N(C(=O)c2ccc(Cl)cc2)C3)c1 (stereo not given in full)
?,.,CCCC(=O)Nc1ccc(C(=O)NN2C(=O)c3ccccc3C2=O)cc1
?,.,CCCOC(=O)c1ccc(OC(=O)c2ccco2)cc1
?,.,O=C(c1ccco1)N1CCN(c2ccc(N3CCCCC3)nn2)CC1
i,.,CC(C)(O)C#Cc1ccc(C(=O)N2CCCC(CCC(=O)NCc3ccccc3F)C2)cc1 (stereo not given)
?,.,CN(C)CCOC(=O)c1cccc(Br)c1
11%,16,Cc1nc(-c2ccccc2)sc1C1(C)CC(c2ccc(C#N)cc2)=NO1 (stereo not given)
?,.,Cc1ccc(CS(=O)(=O)CCC(=O)NCCN(C)Cc2ccccc2)cc1
?,.,O=C(CN(C(=O)CNS(=O)(=O)c1ccc(F)cc1)C1CCCC1)NCc1ccco1
13µM*,-12*,CCc1cccc(OCC(=O)Nc2cc(S(=O)(=O)N3CCOCC3)ccc2N2CCCC2)c1
-8%,11,Cc1ccc(C)c(N2CCN(C(=O)C3CCC3)CC2)c1
i,-11,CCOc1ccccc1N(C(=O)Nc1cccc(Cl)c1)C1=NC(C)CS1 (stereo not given)
i,.,CCOC(=O)C1=C(C)Nc2ncnn2C1c1ccccc1F (stereo not given)
i,-3,CS(=O)(=O)c1ccc(Cl)c(NC(=O)COC(=O)CNC(=O)c2ccc(Br)o2)c1
?,.,CC(C)(C)c1ccc2c(c1)OCC(C(=O)O)O2 (stereo not given)
?,.,Cc1ccc(CCNC(=O)C2CCN(S(=O)(=O)c3ccc4c(c3)NC(=O)C(C)S4)CC2)cc1 (stereo not given)
14%,6,O=C(CSc1ncn[nH]1)c1ccc(OC(F)F)cc1
?,.,O=C(N/N=C/c1ccc(-c2ccc([N+](=O)[O-])cc2)o1)c1cccnc1
?,.,CN(C)c1ccc(C(c2nnnn2C(C)(C)C)N2CCN(C(=O)c3ccco3)CC2)cc1 (stereo not given)
?,.,O=[N+]([O-])c1ccccc1-c1ccc(CN2CCN(c3ccccc3)CC2)o1

Further records follow.
Lipid storage S3,Lipid storage S3 cell count max,SMILES
?,.,O=C(N/N=C/c1ccccc1)c1ccco1
i,.,O=C(NN=C1C2CC3CC(C2)CC1C3)c1cccs1
?,.,COc1ccccc1-c1nnc(SCC(=O)Nc2ccc(Cl)cc2Cl)o1
i,.,CCn1nc(C)c(CNC(=O)c2cc(COc3cncc(Cl)c3)on2)c1C
?,.,COc1ccc(CCN(Cc2cc3cccc(C)c3[nH]c2=O)C(=O)N2CCCC2)cc1OC
i,.,Cc1cc(C)n(/N=C/c2cccc(O)c2)c(=O)c1C(N)=O
-11%,5,O=C1/C(=C/c2ccccn2)SC(=S)N1Cc1ccccc1
25%,-19,CCOC(=O)NCc1ccc2c(c1)cc(C)n2C
11%,-1,N#Cc1ccccc1-c1ccccc1C(=O)N1CCCCC1
?,.,C=C(C)CNC(=S)N/N=C(\C)c1ccc(Cl)s1
i,2,CC(C(=O)NCc1cccc(Cl)c1)N1C(=O)c2ccccc2C1=O (stereo not given)
2%,-8,CC(C)(C)c1ccc(C(=O)NNc2cc(Cl)cc(Cl)c2)cc1
?,.,O=C(c1cnn2ccccc12)N1CCc2ccccc21
?,.,Cc1cccc(NC(=O)CN(C2=NC3CS(=O)(=O)CC3S2)c2ccccc2F)c1 (stereo not given)
?,.,O=C(CCNC(=O)c1ccc([N+](=O)[O-])cc1)NCCCN1CCCC1=O
?,.,O=C(O)c1cccc2c1C(=O)N(C1CCCCC1)C2

Some of these compounds in order of their number in Lipid storage S3, low to high:
Lipid storage S3,Lipid storage S3 cell count max,SMILES
-11%,5,O=C1/C(=C/c2ccccn2)SC(=S)N1Cc1ccccc1
2%,-8,CC(C)(C)c1ccc(C(=O)NNc2cc(Cl)cc(Cl)c2)cc1
25%,-19,CCOC(=O)NCc1ccc2c(c1)cc(C)n2C

Structures listed so far that contain a tert-butyl group (4):
Lipid storage S3,Lipid storage S3 cell count max,SMILES
?,.,CC(C)(C)Nc1nc(SCc2ccccc2)nc(N2CCOCC2)n1
?,.,CC(C)(C)c1ccc2c(c1)OCC(C(=O)O)O2 (stereo not given)
?,.,CN(C)c1ccc(C(c2nnnn2C(C)(C)C)N2CCN(C(=O)c3ccco3)CC2)cc1 (stereo not given)
2%,-8,CC(C)(C)c1ccc(C(=O)NNc2cc(Cl)cc(Cl)c2)cc1

Source: PubChem
